Rac1 GTP hydrolysis: MgcRacGAP GTPase-activating activity inhibitors, confirmation, biochemical, ADP Hunter fluorescence | MgcRacGAP-stimulated Rac1 GTP hydrolysis, ADP Hunter fluorescence; higher % means a stronger effect; GST-tagged Rac1 F28L mutant substrate | inhibition, % at 30 µM, or IC50 in µM where a hit was titrated | hit rate 0.6% among 340,000 | AID 624330;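 active = first-screen hits whose inhibition reached a set limit at any dose in the follow-up dose series; inconclusive = inhibition above the set first-screen limit but never retested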;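 also: fluorescence reports GDP produced by GAP-driven GTP hydrolysis; strong numbers were not always called active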
NS5 inhibitors: Dengue-2 NS5 methyltransferase inhibitors, primary screen, biochemical, confirmation dose response (AID 588689); Dengue-2 NS5 methyltransferase capping enzyme assay, biochemical; higher % means a stronger effect; inhibition, % at 25 µM; hits with a dose series show IC50 in µM; hit rate 0.3% among 340,000; in the data active = a potency from the dose series; inconclusive = inhibition above about 29% without an active follow-up result
RSV antiviral HEp-2: RSV antiviral activity via CPE protection, HEp-2 cells, primary 10 µM value included (AID 2391). HEp-2 cells, RSV-induced CPE inhibition; higher % means a stronger effect. CPE inhibition, % at 10 µM; hits with a dose series show IC50 in µM. hit rate 0.13% among 310,000; in the data active = a potency from the dose series; inconclusive = CPE inhibition mostly from about 23% at the one dose, without a potency; inactive = the rest, 99 in 100 with CPE inhibition below about 21%; also: strong numbers were not always called active
NS5 inhibitors pilot replicate: further read-out of NS5 inhibitors, marked with its call; inhibition, %; measured here: pilot screen replicate inhibition
Numbers without * were called inactive; ? = inconclusive.

The first two entries as a preview:
SMILES | Rac1 GTP hydrolysis | NS5 inhibitors | RSV antiviral HEp-2 | others
CC(=O)Nc1ccc(S[C@@H](CCN2CC[C@H](O)CCC2=O)c2ccccc2)cc1 | 9% | -2% | 0.3%
COc1cc2cc(CCOC(=O)CCCC(=O)O)oc(=O)c2cc1OC | 7% | -4% | 0.3%

The listing, previewed entries included:
SMILES | Rac1 GTP hydrolysis | NS5 inhibitors | RSV antiviral HEp-2 | others
CC(=O)Nc1ccc(S[C@@H](CCN2CC[C@H](O)CCC2=O)c2ccccc2)cc1 | 9% | -2% | 0.3%
COc1cc2cc(CCOC(=O)CCCC(=O)O)oc(=O)c2cc1OC | 7% | -4% | 0.3%
CC(C)CC1NC(=O)N(CC(=O)Nc2cc(F)ccc2F)C1=O (stereo not given) | 6% | -5% | 1.0%
COCCN(CC(=O)Nc1cccc(C)c1C)C(=O)c1cc(-c2cccs2)nn1-c1ccccc1 | 5% | 1% | -0.1%
CCOc1ccc(S(=O)(=O)N2CCCCC2)cc1NC(=O)CCc1ccc(OC)cc1 | 2% | 0% | 1.1%
CCCC1(c2ccccc2)NC(=O)N(CC(=O)N2CC(=O)Nc3ccccc32)C1=O (stereo not given) | -9% | -17% | 0.3%
Cc1ccc(OCC(=O)OCC(=O)NC2CC2)cc1C | 6% | -2% | 0.6%
NC(=O)NC(CC(=O)NNC(=O)c1ccccn1)c1ccc(Cl)cc1 (stereo not given) | 2% | 0% | 0.6%
COc1cccc(NC(=O)CN(C)C(=O)c2c(C)noc2C)c1 | 6% | -7% | 1.5%
CCOc1ccc(S(=O)(=O)NCCC(=O)NCc2ccc(OC)c(OC)c2)cc1 | 4% | -13% | 1.0%
COc1cc(CCC(=O)Nc2ccc(S(=O)(=O)N3CCCC3)cc2)cc(OC)c1OC | 12% | -8% | 0.3%
CC1(C)Cc2cccc(OCC(=O)OCC(=O)c3ccccc3)c2O1 | -1% | -7% | 0.5%
COc1ccc([C@H]2CC(=O)C=C(c3ccc(Cl)cc3C)C2)cc1 | 1% | -2% | -0.7%
CC(=O)c1ccccc1NC(=O)C1CC(=O)N(c2ccc3c(c2)OCCO3)C1 (stereo not given) | 3% | -2% | 0.4%
Nc1ncnc2c1ncn2[C@H]1CC[C@@H](CO)O1 | 2% | -3% | 0.5%
COc1ccc2cc(-c3ccsc3)ncc2c1 | 8% | -1% | 9.5%
COc1cc(CC(=O)OCC(=O)NC2CCCC2)cc(OC)c1OC | 1% | -4% | 2.2%
O=C1C=C(c2cccc(OCc3ccccc3)c2)C[C@@H](c2ccc3c(c2)OCO3)C1 | 3% | 0% | 0.8%
O=S(=O)(NC1=NCCC1)c1cccc(NS(=O)(=O)c2ccc(F)c(Cl)c2)c1 | 5% | -4% | 0.3%
CC(Sc1nnc(-c2ccccc2F)n1C1CC1)C(=O)N1CCCC1 (stereo not given) | 2% | 4% | -0.1%
CCOc1ccc(COC(=O)C2CC(=O)N(CCc3ccccc3)C2)cc1OC (stereo not given) | 0% | 3% | 0.1%
C=CCN1C(=O)c2ccc(C(=O)OCC(=O)N(CC)C3CCS(=O)(=O)C3)cc2C1=O (stereo not given) | 7% | -1% | 1.3%
COc1ccc([C@H]2CC(=O)C=C(c3ccc(F)cc3OCc3ccccc3)C2)cc1 | 7% | -2% | 0.9%
CC(=O)Nc1ccc(NC(=O)COC(=O)c2ccccc2C(=O)c2ccccc2)cc1 | 2% | -4% | 0.3%
O=C(COC(=O)c1cncc(Br)c1)Nc1ccc(N2CCCCC2)cc1 | 11% | 4% | 3.2%
Cc1cnc(C(=O)Nc2ccc(C)c(S(=O)(=O)N3CCCCC3)c2)cn1 | 1% | -1% | 2.3%
CC(C)CN(C(=O)c1ccc(N2CCCC2=O)cc1)c1c(N)n(Cc2ccccc2)c(=O)[nH]c1=O | 0% | 5% | -0.7%
COc1ccc(CC(=O)OCC(=O)NCC2CCCO2)cc1OC (stereo not given) | 1% | 0% | 0.0%
Cc1csc(=O)n1CCC(=O)OCc1nnc(-c2ccc([N+](=O)[O-])cc2)o1 | 5% | -4% | 1.2%
O=C(CN1C(=O)NC2(CCCCC2)C1=O)N1CCN(S(=O)(=O)c2ccc(Cl)s2)CC1 | 4% | -10% | -0.7%
CN(C(=O)c1ccc(NC(=O)Cc2ccc(NC(=O)C3CCN(C(=O)C4CC4)CC3)cc2)cc1)C1CC1 | 8% | 0% | 2.8%
O=C(NCc1ccccc1)c1nncc(-c2ccccc2)n1 | 10% | -5% | 0.9%
CC(Sc1n[nH]c(-c2cccs2)n1)C(=O)Nc1ccccc1F (stereo not given) | 7% | -4% | 0.0%
CC(OC(=O)c1ccco1)C(=O)Nc1ncc(Cl)cc1Cl (stereo not given) | 5% | -4% | 0.6%
COc1ccc([C@H]2CC(=O)C=C(c3cccc(C(C)C)c3)C2)cc1OC | 7% | 6% | 7.3%
CC(C(=O)Nc1ccc(C#N)cc1)N1CCN(C(=O)C2CC2)CC1 (stereo not given) | 0% | 2% | -0.3%
COc1cccc(NC(=O)CN(C)C(=O)c2c(-c3c(F)cccc3Cl)noc2C)c1 | 0% | 4% | -0.8%
COc1cccc(C2=CC(=O)CC(C)(C)C2)c1OC | 8% | 0% | 0.7%
CC1(NC(=O)Cc2csc(-c3cccc(Cl)c3)n2)CCS(=O)(=O)C1 (stereo not given) | 5% | 0% | 0.7%
Cc1ccc(S(=O)(=O)N2CCOCC2)cc1NC(=O)COC(=O)c1cc[n+]([O-])cc1 | 3% | -4% | 0.3%
COc1ccc(NC(C)=O)cc1NS(=O)(=O)c1ccc2c(c1)OCCO2 | 5% | -6% | 1.6%
Cc1c(C(=O)N2CCN(CC(=O)Nc3ccccc3Cl)CC2)oc2ccc(Br)cc12 | 6% | -2% | 13%
COc1ccc(S(=O)(=O)N2CCCCCC2)cc1C(=O)Nc1cc(C)ccn1 | 6% | 4% | -0.8%
O=C(OCc1c(-c2ccccc2)ncc2ccccc12)c1ccc(Br)cc1 | 4% | -6% | 1.2%
N#Cc1ccccc1OCC(=O)N1CCN(S(=O)(=O)c2ccc(Cl)cc2)CC1 | 5% | -5% | 0.9%
COc1cc(OC)cc(C(=O)NC(C(=O)OCn2nnc3ccccc3c2=O)C(C)C)c1 (stereo not given) | 6% | 2% | -0.2%
Cc1ccc2cccc(OCC(=O)N(C)CC(=O)Nc3ccc(F)cc3)c2n1 | 0% | 1% | 0.6%
CCOc1ccc2oc(C(=O)OCC(=O)N3C(C)CCCC3C)c(C)c2c1 (stereo not given) | 10% | -7% | 2.3%
CCOC(=O)C1CCCN(C(=O)c2ccc(S(=O)(=O)N3CCOCC3)cc2)C1 (stereo not given) | 9% | -7% | 0.9%
COc1ccc([C@H]2CC(=O)C=C(c3cc(Cl)ccc3OC)C2)cc1 | 2% | -4% | 2.0%

Remaining list, next part
SMILES | Rac1 GTP hydrolysis | NS5 inhibitors | RSV antiviral HEp-2 | others
Cc1ccc(N2C(=O)N(CC(=O)Nc3ccccc3C(F)(F)F)C(=O)C2C)cc1 (stereo not given) | 9% | -7% | 0.5%
O=C(CCc1nc2sc3c(c2c(=O)[nH]1)CCCC3)NCC(=O)Nc1ccccc1Br | 6% | -3% | 0.9%
COc1ccc(NC(=O)CN2C(=O)NC3(CCCC3)C2=O)cc1S(=O)(=O)N1CCCCC1 | 4% | -6% | 2.2%
CC(OC(=O)C1CCN(c2ccc(C(F)(F)F)cn2)CC1)C(=O)NC1CCCCC1C (stereo not given) | 2% | -8% | 1.7%
O=C(N/N=C/c1c(Cl)cccc1Cl)c1ccc(-n2cnnn2)cc1 | 5% | -9% | 0.7%
N#Cc1ccc(S(=O)(=O)N2CCN(C(=O)C3CC(=O)N(c4ccc5c(c4)OCCO5)C3)CC2)cc1 (stereo not given) | 7% | -7% | -0.3%
CCC(C)[C@H]1CNCCN1CCC12CC3CC(CC(C3)C1)C2 (stereo not given in full) | 3% | -7% | -1.5%
CCOC(=O)C1=C(COC(=O)c2ccc([N+](=O)[O-])o2)NC(=O)NC1C (stereo not given) | 5% | -9% | -0.2%
O=C(Nc1ccon1)c1nc[nH]c1C(=O)N1CCc2ccccc2C1 | -45% | -1% | 0.6%
Cc1ccc(OCC(=O)N(Cc2nnc(-c3ccccc3Cl)o2)C2CC2)cc1C | 9% | -11% | 1.0%
CCc1ccc2c(CC(=O)Nc3cccc(S(=O)(=O)N4CCOCC4)c3)coc2c1 | 8% | 7% | 3.6%
CC(=O)Nc1cc(C(F)(F)F)ccc1OCCOc1ccccc1 | -14% | 1% | ? | NS5 inhibitors pilot replicate=1.4
Cc1ccccc1C(C)NC(=O)COC(=O)Cn1cc(C(F)(F)F)ccc1=O (stereo not given) | -7% | -13% | 0.7%
COc1ccc(OCCCC(=O)Nc2cc(S(=O)(=O)N3CCCCC3)ccc2C)cc1 | 4% | -2% | 0.4%
N#Cc1ccc(OCC(=O)Nc2ccc(N3CCCC3)cc2)cc1 | 37% | 1% | -0.2%
COc1ccc(NC(=O)CSc2n[nH]c(=O)n2C2CC2)cc1OC | 4% | -5% | 1.5%
COc1ccc(/C=C/C(=O)OCC(=O)NC2CCCCC2C)c(OC)c1 (stereo not given) | 3% | -5% | 0.7%
CCn1c(CN2CCCCC2)nc2cc(S(=O)(=O)N3CCCCC3)ccc21 | 1% | 9% | 0.1%
CCOc1ccc(/C=N/NC(=O)c2ccccc2Cl)cc1CN1CC2CC(C1)c1cccc(=O)n1C2 (stereo not given) | -2% | -7% | 1.6%
CC1CCCC(NC(=O)c2cccc(S(=O)(=O)NCc3ccccc3)c2)C1C (stereo not given) | 6% | -7% | 0.5%

As a short view, some entries already given.
SMILES | Rac1 GTP hydrolysis | NS5 inhibitors | RSV antiviral HEp-2 | others
O=C(N/N=C/c1c(Cl)cccc1Cl)c1ccc(-n2cnnn2)cc1 | 5% | -9% | 0.7%
N#Cc1ccc(S(=O)(=O)N2CCN(C(=O)C3CC(=O)N(c4ccc5c(c4)OCCO5)C3)CC2)cc1 (stereo not given) | 7% | -7% | -0.3%
CCC(C)[C@H]1CNCCN1CCC12CC3CC(CC(C3)C1)C2 (stereo not given in full) | 3% | -7% | -1.5%
CCOC(=O)C1=C(COC(=O)c2ccc([N+](=O)[O-])o2)NC(=O)NC1C (stereo not given) | 5% | -9% | -0.2%
O=C(Nc1ccon1)c1nc[nH]c1C(=O)N1CCc2ccccc2C1 | -45% | -1% | 0.6%
Cc1ccc(OCC(=O)N(Cc2nnc(-c3ccccc3Cl)o2)C2CC2)cc1C | 9% | -11% | 1.0%
CCc1ccc2c(CC(=O)Nc3cccc(S(=O)(=O)N4CCOCC4)c3)coc2c1 | 8% | 7% | 3.6%
CC(=O)Nc1cc(C(F)(F)F)ccc1OCCOc1ccccc1 | -14% | 1% | ? | NS5 inhibitors pilot replicate=1.4
Cc1ccccc1C(C)NC(=O)COC(=O)Cn1cc(C(F)(F)F)ccc1=O (stereo not given) | -7% | -13% | 0.7%
COc1ccc(OCCCC(=O)Nc2cc(S(=O)(=O)N3CCCCC3)ccc2C)cc1 | 4% | -2% | 0.4%
N#Cc1ccc(OCC(=O)Nc2ccc(N3CCCC3)cc2)cc1 | 37% | 1% | -0.2%
COc1ccc(NC(=O)CSc2n[nH]c(=O)n2C2CC2)cc1OC | 4% | -5% | 1.5%
COc1ccc(/C=C/C(=O)OCC(=O)NC2CCCCC2C)c(OC)c1 (stereo not given) | 3% | -5% | 0.7%
CCn1c(CN2CCCCC2)nc2cc(S(=O)(=O)N3CCCCC3)ccc21 | 1% | 9% | 0.1%
CCOc1ccc(/C=N/NC(=O)c2ccccc2Cl)cc1CN1CC2CC(C1)c1cccc(=O)n1C2 (stereo not given) | -2% | -7% | 1.6%
CC1CCCC(NC(=O)c2cccc(S(=O)(=O)NCc3ccccc3)c2)C1C (stereo not given) | 6% | -7% | 0.5%

Next entries:
SMILES | Rac1 GTP hydrolysis | NS5 inhibitors | RSV antiviral HEp-2 | others
COC(=O)c1ccccc1S(=O)(=O)N1CCC(C(=O)NCCC2=CCCCC2)CC1 | 4% | -10% | 0.9%
COc1ccccc1CN1Cc2cccc3c2[C@@H](CC1=O)[C@H](O)[C@H](O)C3 | -1% | 0% | 3.9%
Cc1ccc(-c2cc(C(F)F)nc3sc4c(=O)[nH]cnc4c23)cc1 | -4% | 2% | 2.6%
O=C(COC(=O)c1ccccc1Cl)Nc1cccnc1Cl | 3% | -6% | -0.4%
CN1CCN(C(=O)CN2C(=O)NC(C)(c3ccc4ccccc4c3)C2=O)CC1 (stereo not given) | 2% | 2% | -0.7%
O=C(c1ccccc1)c1ccccc1 | -3% | -1% | 1.8%
COc1ccccc1C(CNC(=O)c1ccc(OCc2c(C)noc2C)cc1)N1CCCC1 (stereo not given) | -8% | -6% | 0.4%
O=C(CCNC(=O)Cn1ccc2ccccc2c1=O)NCCN1CCN(c2ccccc2F)CC1 | 7% | -2% | 1.5%
COc1cccc(OC)c1C(=O)OCC(=O)N(c1ccccc1)C1CCCCC1 | 3% | -4% | 2.1%
Cc1ccccc1OCC(=O)Nc1nnc(C2CC2)s1 | 5% | -4% | 0.2%
O=C(COC(=O)c1c(F)cccc1Cl)NC(=O)Nc1ccc2c(c1)OCCO2 | 0% | 3% | 1.1%
Cc1ccc(NC(=O)CN(C)C(=O)COC(=O)c2nc3nccc(C)n3n2)cc1 | 0% | -3% | 1.6%
Cn1cncc1C#Cc1ccc2cc(C(C)(C)O)oc(=O)c2c1 | 7% | -6% | 2.0%

A portion of the library. The share of hits here may be higher or lower than overall.
